High-throughput results from PubChem BioAssay.
mIAP block: inhibitors of mouse IAP, primary screen, biochemical, luminescence, uHTS. intestinal alkaline phosphatase [Mus musculus]. purified mouse IAP, CDP-Star luminescence, 30 min. inhibition, % at 10 µM. 330,000 tested, 0.2% active. AID 2806, 2010;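 active = inhibition of at least 40% at 10 µM in the primary screen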;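 note: plate controls were DMSO with enzyme for no effect and no enzyme wells for full effect; values of inactives mirror those of a sister screen read the other way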
hIAP activ: human IAP activators, primary screen, biochemical, luminescence, uHTS | Intestinal-type alkaline phosphatase (Homo sapiens), P09923 | purified human IAP, CDP-Star luminescence, 30 min; hits give high values; 1 = vehicle-only enzyme, 0 = enzyme-free background | activation factor at 10 µM | 330,000 tested, 0.16% active | AID 2524, 2010;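 active = activation factor of the enzyme at least 2-fold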; note: the source names both 10 and 20 µM as test concentration; values of inactives mirror those of a sister screen read the other way
Target sequence (P09923 whole entry, looked up): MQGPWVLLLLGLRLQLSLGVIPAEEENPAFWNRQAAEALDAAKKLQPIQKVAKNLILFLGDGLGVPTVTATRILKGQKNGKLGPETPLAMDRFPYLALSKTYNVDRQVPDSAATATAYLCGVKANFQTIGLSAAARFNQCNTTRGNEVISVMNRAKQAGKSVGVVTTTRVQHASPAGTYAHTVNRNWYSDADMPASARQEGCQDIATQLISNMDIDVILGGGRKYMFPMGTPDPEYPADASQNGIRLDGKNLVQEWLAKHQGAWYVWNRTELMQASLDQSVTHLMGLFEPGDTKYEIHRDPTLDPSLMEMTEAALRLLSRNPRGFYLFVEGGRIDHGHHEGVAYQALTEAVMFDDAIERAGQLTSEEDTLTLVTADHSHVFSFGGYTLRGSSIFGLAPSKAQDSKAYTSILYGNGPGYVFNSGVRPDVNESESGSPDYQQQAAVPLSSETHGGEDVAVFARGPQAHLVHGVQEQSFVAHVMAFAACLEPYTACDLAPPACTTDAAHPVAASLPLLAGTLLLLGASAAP
mIAP act: activators of mouse IAP, primary screen, biochemical, luminescence, uHTS | intestinal alkaline phosphatase [Mus musculus] | muIAP, CDP-Star luminescence, 30 min; hits give high values; 1 = vehicle-only enzyme signal, 0 = enzyme-free wells | activation factor at 10 µM | 330,000 tested, 0.24% active | AID 2805, 2010;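 active = activation factor of at least 2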; note: the source names both 10 and 20 µM as test concentration; values of inactives mirror those of a sister screen read the other way
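also added = chemiluminescent substrate CDP-Star | test system = mouse IAP enzyme | signal = chemiluminescence readout | compound = DMSO-dissolved test compounds | incubation = 30 min at room temperature | benchmarks = DMSO wells, no-enzyme wells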
TIM10 inh: growth inhibitors of isogenic TIM10 control yeast, primary screen, counter-screen for tim10-1 yeast inhibitor project, luminescence, uHTS. 330,000 tested, 1.4% active. S. cerevisiae TIM10 strain growth, BacTiter-Glo luminescence, 24 h. inhibition, % at 10 µM. AID 463195, 2010;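 active = inhibition of 40% or more at the single tested concentration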;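 note: wild-type TIM10 isogenic control strain grown at permissive 25 °C; 0% = DMSO yeast wells and 100% = minimal medium wells without yeast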
Apaf-1 inh: inhibitors of human Apaf-1 apoptosome, primary screen, biochemical, DEVD-Rh110 fluorescence, uHTS. Apoptotic protease-activating factor 1 (Homo sapiens), O14727. reconstituted apoptosome caspase-3 activity. 330,000 tested, 0.71% active. inhibition, % at 20 µM; active = inhibition of at least 40% at 20 µM;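 note: plate controls were DMSO wells for no effect and DEVD-CHO caspase inhibitor wells for full effect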
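Medium: Hepes buffer, pH 7.5 / System: biochemical Apaf-1 apoptosome reconstitution / Measured by: Rh110 fluorescence, excitation 480 nm, emission 540 nm / Times: compound with Apaf-1, dATP, procaspase-3 30 min, then 50 min reaction, room temperature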
hIAP inh: human IAP inhibitors, primary screen, biochemical, luminescence, uHTS | Intestinal-type alkaline phosphatase (Homo sapiens), P09923 | purified IAP, CDP-Star luminescence, 30 min | inhibition, % at 10 µM | 330,000 tested, 0.12% active | AID 2544, 2010;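 active = inhibition reaching a set limit with compound at 10 µM in the primary screen, cut at about 35% in these data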;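 note: plate controls were DMSO wells with enzyme for no effect and no-enzyme buffer wells for full effect; values of inactives mirror those of a sister screen read the other way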
tim10-1 inh: growth inhibitors of tim10-1 mutant yeast, primary screen, luminescence, uHTS; S. cerevisiae tim10-1 ts strain growth, BacTiter-Glo, 24 h; inhibition, % at 20 µM; 330,000 tested, 2.2% active;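 active = inhibition of at least 40%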;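 note: mutant grown at 25 °C; 0% = DMSO wells with yeast and 100% = wells holding no yeast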
ATG4B inh: ATG4B protease inhibitors, primary screen, biochemical, fluorescence, uHTS; AID 504462, 2011; 340,000 tested, 0.51% active; inhibition, % at 8.33 µM; ATG4B cleavage of LC3-PLA2, NBD-HPC fluorescence, 1 h; in the data active = inhibition above about 40%
Target sequence (Q9Y4P1 whole entry, looked up): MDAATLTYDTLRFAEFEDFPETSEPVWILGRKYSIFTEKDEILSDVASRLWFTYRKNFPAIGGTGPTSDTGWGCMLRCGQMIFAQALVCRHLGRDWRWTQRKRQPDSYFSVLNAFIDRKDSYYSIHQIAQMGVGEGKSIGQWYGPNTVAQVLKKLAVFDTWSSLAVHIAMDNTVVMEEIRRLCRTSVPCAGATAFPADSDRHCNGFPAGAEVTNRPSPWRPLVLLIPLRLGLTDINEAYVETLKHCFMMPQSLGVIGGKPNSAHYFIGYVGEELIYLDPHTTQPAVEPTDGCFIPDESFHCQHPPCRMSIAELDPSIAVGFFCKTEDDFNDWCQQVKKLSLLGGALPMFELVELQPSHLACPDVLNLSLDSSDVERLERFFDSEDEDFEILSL
NALP3 yeast inh: NALP3 inflammasome inhibitors in reconstituted yeast, primary screen, luminescence, uHTS | Yeast reconstituted NLRP3/ASC/caspase-1, beta-gal luminescence, 24 h | inhibition, % at 10 µM | 330,000 tested, 0.39% active;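 active = inhibition of 50% or more; inactive = inhibition below 50%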;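 note: plate controls were induced DMSO wells for no effect and uninduced yeast grown without galactose for full effect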
An asterisk follows results filed as active; x = not tested or not shown. Random draw from the library; overall some 4.5% were active at least once.

Start of the listing, in advance, 2 compounds:
SMILES	mIAP block	hIAP activ	mIAP act	TIM10 inh	Apaf-1 inh	hIAP inh	tim10-1 inh	ATG4B inh	NALP3 yeast inh
Cc1ccc(C(=O)C(C)OC(=O)CCN2C(=O)C3C4C=CC(C5CC45)C3C2=O)cc1 (centres undefined)	2	1.1	0.98	-15	10	-7	-9	-6	10
CCOC(=O)C1=C(c2ccccc2)NC(N)=NC1c1ccc(OCc2ccc(Cl)cc2)c(OC)c1 (centres undefined)	-5	0.92	1.1	9	58*	8	18	22	-13

The listing, repeating the preview:
SMILES	mIAP block	hIAP activ	mIAP act	TIM10 inh	Apaf-1 inh	hIAP inh	tim10-1 inh	ATG4B inh	NALP3 yeast inh
Cc1ccc(C(=O)C(C)OC(=O)CCN2C(=O)C3C4C=CC(C5CC45)C3C2=O)cc1 (centres undefined)	2	1.1	0.98	-15	10	-7	-9	-6	10
CCOC(=O)C1=C(c2ccccc2)NC(N)=NC1c1ccc(OCc2ccc(Cl)cc2)c(OC)c1 (centres undefined)	-5	0.92	1.1	9	58*	8	18	22	-13
CCOP(=O)(OCC)c1nc(-c2ccccc2Cl)oc1N1CCOCC1	9	1.6	0.91	9	9	-58	14	-9	5
Cn1c(N)c(S(=O)(=O)N2CCN(c3ccccc3Cl)CC2)c(=O)n(C)c1=O	2	0.92	0.98	-3	9	8	5	1	-8
CC(C)C(C)NC(=O)COc1ccc([N+](=O)[O-])cc1Cl (centres undefined)	4	0.98	0.96	-6	0	2	5	-1	23
COc1cc(C2C(C#N)=C(N)Oc3n[nH]c(-c4ccccn4)c32)cc(OC)c1OC (centres undefined)	0	1.1	1	9	-85	-12	7	-4	1
Cc1ccccc1NC(=O)C1C2CCCCC21 (centres undefined)	-6	1	1.1	-1	7	0	-6	0	-10
CCCOc1ccc(Br)cc1CSC(=N)N	-2	0.99	1	5	11	1	11	-3	18
O=C(NNS(=O)(=O)c1ccc([N+](=O)[O-])cc1)c1ccncc1	8	0.94	0.92	3	7	6	-19	-3	17
Cc1ccc(N2C(=O)N(Cc3ccccc3C)c3ccccc3S2(=O)=O)cc1	8	0.9	0.93	27	8	10	15	-1	2
CCNc1ccc(S(=O)(=O)N(C)C)cc1NCC(=O)Nc1c(F)cccc1F	13	1	0.87	1	0	-1	-11	-6	2
Cc1ccc(OCC(O)Cn2nc(C)cc2C)cc1 (centres undefined)	10	0.96	0.9	-6	-20	4	8	-5	17
CCOc1ccc(OCCNCc2ccc(OC(C)C(=O)N(C)C)c(OCC)c2)cc1 (centres undefined)	-3	1.2	1	-3	8	-25	19	0	10
COC(=O)CS(=O)(=O)c1ccsc1C(=O)Nc1ccc(F)c(F)c1	4	1	0.96	19	3	0	19	-2	20
O=C(CN1CCN(c2ccc(F)cc2)CC1)Nc1ccc(S(=O)(=O)N2CCOCC2)cc1	5	1.1	0.95	10	-1	-11	9	-4	13
NNC(=O)c1cc(C23CC4CC(CC(C4)C2)C3)nc2ccccc12	3	1.1	0.97	12	18	-7	-6	-8	-7
O=C(O)/C=C/C(=O)Nc1cc(F)ccc1F	-11	1	1.1	-20	-1	-4	-14	-2	10
COc1ccc(/C=C2\SC(=O)N=C2N)cc1	11	1	0.89	8	-6	-2	3	0	5
COc1ccc(C(=O)NCCNc2ccc([N+](=O)[O-])cc2)cc1	5	0.81	0.95	-23	-6	19	-8	-5	18
COc1ccc2c(c1)c(C(=O)CN1CCC(C(N)=O)CC1)c(C)n2C	-3	0.85	1	-8	-2	15	7	-6	11
CC(Cc1cccnc1)NC(=O)c1cc(COc2ccc(F)cc2F)on1 (centres undefined)	0	1.1	1	2	4	-14	19	3	-2
COc1ccc(NC2CC(=O)N(c3ccc(C(=O)O)cc3)C2=O)cc1 (centres undefined)	0	1.2	1	14	8	-18	17	0	9
O=S(=O)(NCCC1=CCCCC1)c1ccc(OC(F)(F)F)cc1	-5	0.8	1.1	8	6	20	16	10	12
COc1ccccc1NC(=O)CC1S/C(=N/N=C(\C)C2CCCCC2)NC1=O (centres undefined)	5	0.99	0.95	19	3	1	29	2	11
CC(C)(C)NC(=O)CSc1nc(O)cc(=O)n1-c1ccccc1F	8	0.94	0.92	8	-6	6	10	-3	-7
CCOC(=O)c1c(C)nc(SC)c(C#N)c1-c1ccccc1	9	1.1	0.91	16	0	-7	10	-6	16
COc1ccc(NC(=O)CS(=O)CC(=O)Nc2cc(Cl)ccc2OC)cc1 (centres undefined)	4	0.86	0.96	-9	-6	14	1	-2	-2
CC(NCC(O)COCc1cccs1)C1CC2CCC1C2 (centres undefined)	1	0.9	0.99	-3	11	10	20	-12	-6
Cc1cccc(NC(=O)Nc2ccc(Br)cc2)n1	-14	0.92	1.1	9	12	8	-1	-5	18
Cc1ccc(S(=O)(=O)NC(C(=O)N2CCOCCOCCOCCOCC2)c2ccccc2)cc1 (centres undefined)	-3	0.99	1	9	10	1	41*	-7	3
CC(Sc1nnc2ccccn12)C(=O)N1CCc2ccccc2C1 (centres undefined)	7	1.2	0.93	-1	-7	-16	-11	5	11
CCN(CC(=O)NCc1ccc(Cl)cc1)C(=O)/C=C/c1ccc(C#N)cc1	-1	1	1	-15	13	-4	-11	-13	19
O=C(N/C(=C\c1ccc(Cl)cc1)C(=O)N1CCCCC1)c1ccco1	13	0.88	0.87	17	10	12	16	-11	30
Cc1ccc2nc(-c3cccc(Br)c3)cc(C(=O)NCC3CCCO3)c2c1 (centres undefined)	11	0.98	0.89	0	24	2	10	-1	23
Cc1cccc(NC(=O)c2ccc3c(c2)CCN3S(C)(=O)=O)c1	-4	1.1	1	21	-12	-6	8	-4	14
Cc1ccc(Cl)cc1NC(=O)Cn1cc(C(F)(F)F)cc(Cl)c1=O	-3	0.91	1	14	3	9	26	37	13
CC(C)Oc1ccccc1-c1nc(SCC(=O)O)n[nH]1	1	1.2	0.99	7	9	-20	14	2	-3
O=C(OCC(=O)N1CCCC1)c1ccco1	6	1.1	0.94	-18	7	-13	-7	-4	17
COc1cc(Cl)c(NS(=O)(=O)c2cc3[nH]c(=O)c(=O)[nH]c3cc2C)c(OC)c1	14	0.94	0.86	-3	2	6	-23	-3	6
CCN(CC)C(=O)[C@H]1C[C@H](CC(=O)NCCCn2ccnc2)C(=O)N2CCc3c([nH]c4cc(-c5ccco5)ccc34)[C@]12C	-21	x	1.2	-9	29	x	-1	x	x
CCOC(=O)CNC(=O)c1ccc2c(c1)OCCO2	-5	1.3	1.1	-8	6	-29	-5	0	14
CC(NC(=O)COC(=O)c1ccc2c(c1)S(=O)(=O)N=C1CCCCCN12)C12CC3CC(CC(C3)C1)C2 (centres undefined)	-4	1.1	1	-13	3	-8	5	-7	20
O=C(Nc1ccc2c(c1)OCO2)c1ccc(Br)c(S(=O)(=O)N2CCCC2)c1	1	1.1	0.99	22	13	-11	20	-8	9
CCc1ccc(S(=O)(=O)NCCc2csc(C)n2)s1	-4	0.98	1	12	-5	2	37	-9	0
N/C(Cc1ccc(Cl)cc1Cl)=N\OC(=O)Cc1cccs1	6	0.83	0.94	49*	-3	17	48*	8	11
C/C=C(\C)C(=O)NCCN1C2=NC[C@@H](Cc3ccccc3)N2C[C@@H]1Cc1ccc(OC)cc1	-8	0.89	1.1	0	40*	12	-14	-22	9
CC(C)(C)NS(=O)(=O)c1cccc2nsnc12	0	0.96	0.99	-6	0	4	16	-14	5
Cc1ccc2nc(NC(=O)C3CCN(S(=O)(=O)c4cccnc4)CC3)sc2c1	-10	1.1	1.1	3	2	-10	17	-7	5

Arranged by molar mass (high to low): part of the list above
SMILES	mIAP block	hIAP activ	mIAP act	TIM10 inh	Apaf-1 inh	hIAP inh	tim10-1 inh	ATG4B inh	NALP3 yeast inh
CCN(CC)C(=O)[C@H]1C[C@H](CC(=O)NCCCn2ccnc2)C(=O)N2CCc3c([nH]c4cc(-c5ccco5)ccc34)[C@]12C	-21	x	1.2	-9	29	x	-1	x	x
C/C=C(\C)C(=O)NCCN1C2=NC[C@@H](Cc3ccccc3)N2C[C@@H]1Cc1ccc(OC)cc1	-8	0.89	1.1	0	40*	12	-14	-22	9
COc1cc(Cl)c(NS(=O)(=O)c2cc3[nH]c(=O)c(=O)[nH]c3cc2C)c(OC)c1	14	0.94	0.86	-3	2	6	-23	-3	6
Cc1ccc2nc(NC(=O)C3CCN(S(=O)(=O)c4cccnc4)CC3)sc2c1	-10	1.1	1.1	3	2	-10	17	-7	5
N/C(Cc1ccc(Cl)cc1Cl)=N\OC(=O)Cc1cccs1	6	0.83	0.94	49*	-3	17	48*	8	11
Cc1cccc(NC(=O)c2ccc3c(c2)CCN3S(C)(=O)=O)c1	-4	1.1	1	21	-12	-6	8	-4	14
CCc1ccc(S(=O)(=O)NCCc2csc(C)n2)s1	-4	0.98	1	12	-5	2	37	-9	0
CC(C)Oc1ccccc1-c1nc(SCC(=O)O)n[nH]1	1	1.2	0.99	7	9	-20	14	2	-3
CC(C)(C)NS(=O)(=O)c1cccc2nsnc12	0	0.96	0.99	-6	0	4	16	-14	5
CCOC(=O)CNC(=O)c1ccc2c(c1)OCCO2	-5	1.3	1.1	-8	6	-29	-5	0	14
O=C(OCC(=O)N1CCCC1)c1ccco1	6	1.1	0.94	-18	7	-13	-7	-4	17

Next part:
SMILES	mIAP block	hIAP activ	mIAP act	TIM10 inh	Apaf-1 inh	hIAP inh	tim10-1 inh	ATG4B inh	NALP3 yeast inh
CCc1ccccc1N(CC(=O)NCC1CCCO1)C(=O)CCC(=O)Nc1nccs1 (centres undefined)	4	0.94	0.96	9	7	6	2	-3	-3
Nc1cc(-c2ccccc2)n2c(n1)nc1ccccc12	-1	1.1	1	-10	5	-10	0	-2	8
Nc1nc(SCC(=O)N2CCCC2)[nH]c(=O)c1NC(=O)c1cccs1	-5	1.1	1.1	3	-18	-8	1	-4	-10
Cc1ccc(-c2nc(N3CCOCC3)sc2C(=O)N2CCCCC2)cc1	-8	1.2	1.1	14	6	-15	25	-3	12
COc1cc(OC)nc(NC(=S)NC(=O)c2ccccc2)n1	13	0.97	0.87	8	6	3	19	-4	9
CC(C)c1ccc(NC(=O)CSc2nc3ccccc3nc2N2CCCC2)cc1	9	0.84	0.91	1	11	16	-4	-4	14
O=C(Nc1ccccc1N1CCN(c2ccccc2)CC1)c1cccc(F)c1	-2	1.2	1	7	12	-18	-8	20	11
COc1ccc(-c2nnc(C(C)Nc3cccc(C(=O)NC4CC4)c3)o2)cc1 (centres undefined)	4	1	0.96	7	6	0	-10	-5	26
C[C@H]1C(=O)N(c2ccccc2)[C@@H]1c1ccccc1	0	x	0.99	-6	6	x	1	-1	x
